Source: PubChem
Mito fusion yeast = inhibitors of mitochondrial division or activators of mitochondrial fusion; Potency, µM (top dose mostly 46.1 µM), inactives show top-dose growth rescue (activation), hits mostly activators; S. cerevisiae fusion-defective mutant growth rescue, CellTiterGlo 48 h; AID 485298; actives 0.23% (n = 320,000);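 further: potency means the concentration at half of the fitted maximal effect; % of control where 0% means no effect; nearly all actives have a fitted effect of over 45% in size; temperature-sensitive fusion mutants such as fzo1-1 at 37 °C on non-fermentable ethanol glycerol medium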
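S. cerevisiae fusion-defective temperature-sensitive mutants (e.g. fzo1-1, mgm1-5) grown 48 h at 37C in YPEG (ethanol/glycerol non-fermentable) medium with 23 nl compound per well; growth rescue read as CellTiterGlo luminescence.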
CXXC DNA block = blocks binding of human MLL CXXC domain to DNA; actives 0.037% (n = 290,000); MLL-CXXC / FITC-HOXA9 DNA fluorescence polarization; Potency, µM (doses to about 115 µM), for the others: top-dose activity change, negative = inhibition, hits mostly inhibitors; AID 2662; Q03164; active means well fitted inhibition curve with a large enough effect in the polarisation, with a control signal flat, not every such curve was filed as active; inconclusive means small, poorly fitted or top-dose-only effect, or effect the other way, or a change in a side signal; inactive means no such curve, though single readings can be large or run the other way; the % refers to the polarisation; further: potency means the concentration at half of the fitted maximal effect
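Fluorescence polarization: 7 uM MLL-CXXC (stock) preincubated 5 min with compounds, then 50 nM fluorescein-HOX-A9 DNA (stock) added; 30 min ambient. Buffer 50 mM Tris-HCl pH 7.5, 50 mM NaCl, 1 mM DTT, 0.05% BSA.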
TCR activator = activates T cell receptor signaling | primary human leukocytes, anti-CD3, IL-2 HTRF, 48 h | Potency, µM (highest dose often 9.22 µM), without a hit: at the top dose activation of IL-2 secretion, usual class: activators | 330,000 tested, under 10 active | AID 504894; further: % of control where 0% means no effect
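Primary human leukocytes were stimulated with a-CD3 beads plus compounds for 48 hr without co-stimulation; secreted IL-2 was quantified by HTRF using a-IL-2-K (europium cryptate) and a-IL-2-d2, excited at 320nm with acceptor emission read at 665nm.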
Integrin act MD = integrin-mediated muscular dystrophy alleviation activation; alpha7betagal myoblasts, beta-gal FDG fluorescence, 48 h; actives 0.064% (n = 350,000); Potency, µM (series often up to 38.3 µM), without a hit: at the top dose activation, most hits filed as activators;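 further: potency means the concentration at half of the fitted maximal effect; 100% = response of the positive control SU9516; nearly all actives have a fitted effect of over 60% in size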
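Alpha7betagal+/- myoblasts (passage 13) were plated 16-24 hr, then exposed to compounds (1:260 dilution of DMSO stock) for 48 hours at 37C. After MPER lysis, β-galactosidase reporter activity was read as FDG fluorescence (ex 480/em 540) after 30 minutes.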
MBNL1 CUG block = MBNL1-poly(CUG) RNA binding inhibition. Q9NR56. TR-FRET MBNL1-His/biotin-(CUG)12 binding, 665/545 ratio. AID 2675. actives 0.036% (n = 280,000). Potency, µM (highest dose often 57.5 µM), for inactives: at the top dose activity change, negative = inhibition, most hits filed as inhibitors; active means well fitted inhibition curve with a large enough effect in the signal ratio, with a control signal flat, not every such curve was filed as active; inconclusive means small, poorly fitted or top-dose-only effect, or effect the other way, or a change in a side signal; inactive means no such curve, though single readings can be large or run the other way; the % refers to the signal ratio; further: potency means the concentration at half of the fitted maximal effect; on the % scale 0 is the no-effect control and ±100 the full control effect
Target sequence (Q9NR56 whole entry, looked up): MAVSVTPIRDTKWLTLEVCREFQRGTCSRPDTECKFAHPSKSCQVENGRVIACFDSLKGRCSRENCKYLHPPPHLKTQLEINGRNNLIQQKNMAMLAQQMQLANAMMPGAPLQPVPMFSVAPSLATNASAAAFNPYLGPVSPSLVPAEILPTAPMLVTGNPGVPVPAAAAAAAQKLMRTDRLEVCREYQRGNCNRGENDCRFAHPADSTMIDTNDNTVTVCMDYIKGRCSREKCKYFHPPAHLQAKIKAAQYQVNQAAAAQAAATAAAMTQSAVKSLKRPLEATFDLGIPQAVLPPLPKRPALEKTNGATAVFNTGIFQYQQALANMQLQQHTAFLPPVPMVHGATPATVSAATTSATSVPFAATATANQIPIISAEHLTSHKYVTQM
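TR-FRET readout: Ex 340 nm, 665/545 nm emission ratio, normalized to buffer-only (basal) and MBNL1-(CUG)12 controls. Complex of MBNL1-His with Biotin-(CUG)12, compounds 92 nM–58 uM, incubated 60 min at room temperature.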
PTAP TSG101 blk = blocks PTAP/TSG101 interaction to inhibit HIV-1 budding; Q99816; Fluorescence polarization, FITC-PTAP peptide / Tsg101 binding; Potency, µM (highest dose often 115 µM), for inactives: at the highest dose activity change, negative = inhibition, usual class: inhibitors; 340,000 tested, under 10 active; AID 493005; active means well fitted inhibition curve with a large enough effect in the main read-out, with a control signal flat, not every such curve was filed as active; inconclusive means small, poorly fitted or top-dose-only effect, or effect the other way, or a change in a side signal; inactive means no such curve, though single readings can be large or run the other way; further: potency means the concentration at half of the fitted maximal effect; % of control where 0% means no effect
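Fluorescence anisotropy tracks displacement of a FITC-tagged PTAP peptide (50 nM) from the Tsg101 binding domain (10 uM), following a 20 min room-temperature incubation at pH 7.5.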
A-T KAP1 phos = potential ataxia-telangiectasia treatment; […] A-T fibroblasts, KAP-1 phosphorylation AlphaLISA; neocarzinostatin DNA damage 30 min before lysis; Potency, µM (titrated, usually from 57.5 µM), inactives show top-dose activation, most hits filed as activators; actives 0.19% (n = 320,000); AID 485349; further: potency means the concentration at half of the fitted maximal effect; % of control where 0% means no effect; nearly all actives have a fitted effect of over 45% in size
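hTERT-immortalized A-T patient fibroblasts ([…]), 500 cells/well in OPTI-MEM, 1% FBS, got compounds for 60 min, then NCS for 30 min at 37C. Lysates were then assayed for phospho-KAP-1 by AlphaLISA (anti-pKAP1 donor, anti-KAP1 acceptor beads), 6 hr at 25C.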
TSHR antagonist = blocks TSH signaling through the human TSH receptor; TSHR-expressing cells, TSH-stimulated cAMP HTRF, 2 h; active compounds read low; P16473; activity change, negative = inhibition, % at 11.5 µM; actives 0.2% (n = 330,000);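 active means activity change below a set negative limit, meaning inhibition stronger than a set level, cut at about -70% in these data; inconclusive means activity change between two set negative limits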; further: on the % scale 0 is the no-effect control and ±100 the full control effect
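Antagonism was scored as loss of TSH-driven cAMP in TSHR cells, stimulated with 4nM TSH (EC80) for 2 hours at 37 deg C and detected by homogeneous HTRF competition immunoassay.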
Menin-MLL TR inh = displaces Texas Red mutant MLL peptide from human menin. O00255. Menin + Texas Red MLL mutant peptide, fluorescence polarization. Potency, µM (series often up to 61.6 µM), for the others: at the highest dose FP activity change, negative = inhibition, hits mostly inhibitors. actives 0.23% (n = 270,000). AID 1768; active means well fitted inhibition curve with a large enough effect in the polarisation, with a control signal flat, not every such curve was filed as active; inconclusive means small, poorly fitted or top-dose-only effect, or effect the other way, or a change in a side signal; inactive means no such curve, though single readings can be large or run the other way; the % refers to the polarisation; further: potency means the concentration at half of the fitted maximal effect; % of control where 0% means no effect; many of its hits are not listed in these tables
S-ASM inh = blocks human secretory acid sphingomyelinase; placental ASM, HMU-PC fluorogenic substrate, 60 min; Potency, µM (titrated, usually from 57.5 µM), for inactives: at the highest dose activity change, negative = inhibition, most hits filed as inhibitors; actives 0.006% (n = 340,000); AID 504937; further: potency means the concentration at half of the fitted maximal effect
Target sequence (P17405 47-631 limits assumed): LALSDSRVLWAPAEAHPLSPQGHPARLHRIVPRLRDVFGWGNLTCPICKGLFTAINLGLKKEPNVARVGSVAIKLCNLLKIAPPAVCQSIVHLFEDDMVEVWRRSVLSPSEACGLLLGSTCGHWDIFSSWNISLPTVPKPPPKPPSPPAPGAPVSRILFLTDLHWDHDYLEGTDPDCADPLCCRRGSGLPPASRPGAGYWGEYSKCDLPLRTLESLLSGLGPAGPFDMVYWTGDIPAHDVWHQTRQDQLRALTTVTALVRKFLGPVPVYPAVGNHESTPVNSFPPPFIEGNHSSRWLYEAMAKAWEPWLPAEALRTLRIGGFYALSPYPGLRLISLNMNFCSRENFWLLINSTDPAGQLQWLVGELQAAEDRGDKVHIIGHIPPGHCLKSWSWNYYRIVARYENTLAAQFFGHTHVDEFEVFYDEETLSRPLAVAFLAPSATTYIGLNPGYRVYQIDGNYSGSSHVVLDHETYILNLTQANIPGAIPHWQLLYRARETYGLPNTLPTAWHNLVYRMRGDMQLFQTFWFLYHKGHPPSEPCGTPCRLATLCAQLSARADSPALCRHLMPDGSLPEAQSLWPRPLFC
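Fluorescence read-out (Ex 386 nm, Em 447 nm) after stopping the reaction at pH 10. Enzyme: ASM from human placenta; substrate HMU-PC0, 9 uM final; 60 min, 37 °C. Compound preincubation 10 min, ambient temperature.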
* hit, by the source's call; ? = inconclusive; . = not tested or not shown; & = joins results of further samples; [ ] = remark or other dose. Unless noted, the call rests on the fitted dose curve; in most records, active means well fitted curve in the direction sought with a large enough effect; inconclusive means small, poorly fitted or top-dose-only effect, or another doubt; inactive means no such curve, though single readings can be large; an effect the other way counts as inactive or inconclusive.

SMILES | Mito fusion yeast | CXXC DNA block | TCR activator | Integrin act MD | MBNL1 CUG block | PTAP TSG101 blk | A-T KAP1 phos | TSHR antagonist | Menin-MLL TR inh | S-ASM inh
COc1cc(/C=C/C(=O)OCC(=O)c2c(N)n(C)c(=O)n(C)c2=O)ccc1OCC#N | 0% | 10% | . | -28% | ? | 0% | 0% | 10 | -3% | -1%
Cc1ccccc1NC(=O)c1ccc(CN2CCC(Cc3ccccc3)CC2)cc1 | -2% | 27% | -1% | -54%[inhibitor] | 1% | -4% | -3% | -1 | -13% | -1%
O=c1[nH]nnc2c1cnn2-c1ccccc1 | . | . | -7% | 5% | . | 0% | . | . | . | -1%
CCCSc1nc2c(cnn2-c2ccccc2)c(=O)n1N | 0% | 11% | 3% | 9% | 8% | -6% | -4% | -4 | . | 5%
O=C(NCc1ccccc1)c1ccccc1CO | . | 2% | 1%[46.1 µM] | 4% | -25%[11.5 µM] | -4% | 6% | 27 | -15% | 0%
O=C(O)CCc1ccc(-c2ccccc2)n1CC(=O)Nc1cccc(C(F)(F)F)c1 | -2% | -18% | -1% | 2% | -2% | -1% | 3% | -10 | 12% | 31%
Cc1cc(CNC(=O)[C@H]2C[C@@H]2[C@H](NP(=O)(c2ccccc2)c2ccccc2)c2ccccc2)nn1C | 2% | 5% | 5% | -15% | -10% | -1% | -24% | 1 | -7%&1% | 4%
C=CCn1c(=O)c2ccccc2n2c(SCC(C)=O)nnc12 | -10% | 10% | -5% | -7% | -1% | -4% | -3% | 8 | -11% | -3%
CN1CCN(C(=O)c2ccccc2NC(=O)c2cccs2)CC1 | -4% | 6% | -5% | 7% | -3% | -7% | 12% | -10 | 8% | 4%
COc1cccc(/C=N/NC(=O)CC(=O)NCCc2ccccc2)c1OC | -1% | -5% | -1%[46.1 µM] | -11% | -3% | -2% | 4% | -4 | -11% | 4%
CCNC(=O)COC(=O)c1ccc(-c2nc3ccccc3s2)s1 | -7% | 2% | 2% | 9% | ? | 0% | -5% | -6 | 9% | 25%
COc1ccc(OC)c(NC(=O)CSc2nc3ccccc3cc2Cc2ccccc2)c1 | 3% | 1% | 3% | -5% | -11% | 0% | 2% | 0 | 10% | -4%
Cc1ccc(OCC(=O)NNC(=S)NC(=O)c2cccs2)c(C)c1 | 5% | 3% | 0% | 11% | 0% | 2% | 0% | 10 | ? | 2%
CCn1nc(C)c(NC(=O)Nc2cccc(Cl)c2Cl)c1C | 2% | 3% | -1% | 40% | 0% | -3% | 3% | -9 | 19% | -1%
Cc1cc(N)n2ncc(-c3cccc(Br)c3)c2n1 | 26% | -1% | -3% | 6% | -1% | -6% | -8% | -20 | ? | -8%
Cc1cc(Br)cc2c(C(=O)NCC3CCCO3)cc(-c3cccs3)nc12 (stereo not drawn) | 2% | 33%[activator] | 11% | 0% | 79%[activator] | -2% | -2% | 7 | . | 42%[activator]
CCOC(=O)c1c(C)[nH]c(C(=O)NCc2ccccc2OC)c1C | -3% | 19% | . | . | 13% | . | 5% | -5 | 8% | .
CC(=O)c1ccc(Nc2c(C)n(C)n(-c3ccccc3)c2=O)cc1 | -1% | 2% | 2% | 5% | 7% | 0% | 1% | -8 | -1% | 6%
Cc1ccc(Sc2ccc([N+](=O)[O-])cc2[N+](=O)[O-])nc1 | 0% | 1% | 3%[46.1 µM] | -64%[inhibitor] | ? | -2% | 7% | 9 | 19% | -7%
O=C(Nc1cc(C(F)(F)F)ccc1N1CCCC1)c1cccnc1 | 2% | -6% | 2% | 2% | 7% | -12% | 5% | -9 | -2% | -1%
CCCN(CC(=O)Nc1ccccc1C)C(=O)CC(NC(=O)c1ccccc1)c1ccccc1 (stereo not drawn) | -2% | . | 14% | -23% | . | -3% | 2% | 8 | . | .
Cc1ccc(CSCCNC(=O)c2ccc(NS(C)(=O)=O)cc2)cc1 | -7% | -6% | -7% | -28% | -2% | -3% | 3% | 9 | ? | -2%
COC(=O)[C@H](CCSC)NC(=O)Nc1ccc(OC)cc1 | 1% | -5% | -3% | -8% | -5% | -2% | 3% | -5 | -2% | -2%
COc1ccc(-c2nc(NC(=O)CSc3nnc(C)s3)ns2)cc1 | -5% | 28% | -4% | 3% | 20% | -7% | 3% | 2 | -16% | -2%
COCCNC(=O)C(c1ccc(F)cc1)N(Cc1cccs1)C(=O)CCC(=O)Nc1ccccn1 (stereo not drawn) | 2% | 5% | 0% | -6% | 2% | 1% | 6% | -1 | -8% | -2%
COc1ccccc1-n1cnc(N)c1C(C)=O | -10% | -2% | 6% | 5% | 1% | -4% | -2% | 0 | -1% | 4%
CC(=O)Nc1ccc(CCCCc2ccc(NC(C)=O)cc2)cc1 | . | . | -3% | 12% | . | 1% | . | . | . | -4%
COc1ccccc1OCCNC(=O)CNC(=O)c1ccc(C(C)(C)C)cc1 | -3% | . | -7% | 28% | . | -5% | 2% | 7 | . | -7%
CCn1c(SCC(=O)NCc2ccccc2)nnc1-c1c[nH]c2ccccc12 | -1% | -1% | 0% | -33% | -2% | -7% | -4% | 2 | -3% | -3%
COC(=O)c1sc(N/N=C/c2ccc(C(C)C)cc2)nc1C | -18% | 0% | -2% | 11% | -3% | -3% | -8% | -14 | ? | 159%[activator]
COc1cc2ccccc2cc1C(=O)N(CCN(C)C)c1nc2c(F)cc(F)cc2s1 | -28% | -15% | 11% | ? | 29% | -4% | 5% | 0 | 9% | -1%
CC#CC(=O)N1CCCC(Cc2cccc(OC)c2)(C(=O)OCC)C1 (stereo not drawn) | 2% | 3% | -6% | -35% | 9% | 5% | 0% | -3 | -12% | 5%
CC(C)(C)S(=O)(=O)c1cnc2c(S(=O)(=O)c3ccccc3)cnn2c1N | ? | -3% | -4% | -25% | 0% | -3% | 7% | -4 | 1% | 0%
CCOC(=O)CCn1c(=S)n(CCC(=O)OCC)c2ccccc21 | 1% | 1% | 1% | 21% | 10% | 0% | -2% | -5 | . | 2%
Cc1ccnc(NC(=O)C2CCN(S(=O)(=O)c3c(C)c(C)cc(C)c3C)CC2)c1 | -19% | -12% | -10% | 7% | 2% | -2% | 10% | 19 | . | -2%
Cc1cccc2c(=O)c(C(=O)NCc3cccs3)c[nH]c12 | . | . | 0% | 9% | . | -3% | . | . | . | 2%
COc1ccc(Br)cc1C(=O)NCc1cccnc1 | 9% | -1% | 3% | -35% | 2% | -7% | 9% | 9 | -17% | 1%
Cc1ccc(-c2nnn(CC(=O)NCCC3=CCCCC3)n2)cc1 | -1% | 12% | 1%[46.1 µM] | 16% | -10% | -2% | 5% | -7 | -7% | 1%
Oc1c(C(c2cccc(F)c2)N2CCN(Cc3ccccc3)CC2)sc2ncnn12 (stereo not drawn) | -6% | -10% | -8%[46.1 µM] | -11% | 12% | 0% | 0% | 2 | -7% | 2%
Cc1ccc(OC(C)C(=O)Nc2ccc(F)cc2)c([N+](=O)[O-])n1 (stereo not drawn) | 8% | . | -23% | -1% | . | 1% | 11% | 8 | . | 3%
NC(=O)CC(NC(=O)Cc1cccc2ccccc12)c1ccc(NCCN2CCCCC2)c([N+](=O)[O-])c1 (stereo not drawn) | 1% | -2% | -9% | -10% | ? | -5% | -2% | -3 | -3% | -3%
O=C(NCCCN1CCCC1=O)c1cccc(N2CCCC2=O)c1 | 0% | 2% | 4% | -18% | -3% | -7% | 8% | 9 | 9% | 4%
COc1cccc(NC(=O)CN(C)C(=O)/C=C/c2cn(-c3ccccc3)nc2-c2cccs2)c1 | 5% | . | -3% | -11% | . | -8% | -6% | 3 | . | 15%
CCOC(=O)C[N+](CC)(CC)CC#Cc1ccccc1 | -5% | -2% | -2%[46.1 µM] | 12% | 0% | -1% | 5% | 5 | 11% | 0%
Cc1cc(C)nc(Nc2cccc(C(F)(F)F)c2)n1 | -1% | -3% | 2% | -17% | 6% | -2% | -16% | -14 | 14% | -6%
N#CC1=C(N)Oc2n[nH]c(-c3cccs3)c2C1C1C=CCCC1 (stereo not drawn) | -1% | 18% | 2% | -23% | 1% | -5% | 4% | -19 | 13% | -16%
Cc1ccc2cc(CN(CC3CCCO3)C(=O)Nc3ccccc3F)c3nnnn3c2c1 (stereo not drawn) | 16% | 5% | 2% | -4% | . | -2% | 0% | -1 | 0% | 2%

An excerpt; the hit share may differ from the screen's.
